Assay outcomes as filed in PubChem.
TRb-SRC2 inh: disrupts binding of human TR beta to SRC2; P10828; TRbeta-SRC2 peptide binding, fluorescence polarization; receptor liganded with 1 µM T3; Potency, µM (top dose mostly 106 µM), inactives show at the highest dose activity change, negative = inhibition, most hits filed as inhibitors; actives 0.065% (n = 280,000); AID 1469;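 also: plate controls were bound peptide for no effect and peptide without receptor for full effect; nearly all actives have a fitted effect of over 50% in size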
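Fluorescence polarization of 20 nM Texas Red SRC2 peptide with 0.6 uM human TRb ligand-binding domain, in Tris buffer with 1uM T3 and 5% DMSO. Incubated 5 hr ambient; normalized to unbound and bound controls.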
Tau fluor cs: counter-screen for tau fibril formation inhibitors | tau K18 P301L Alexa594 fluorescence, heparin fibrillization | Potency, µM (titrated, usually from 57.7 µM), for inactives: top-dose activity change, negative = decrease | actives 0.93% (n = 280,000); also: nearly all actives have a fitted effect of over 55% in size
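Human K18 P301L tau (15 uM unlabeled plus 0.24 uM Alexa 594-labeled, final) in 100 mM sodium acetate pH 7 was mixed with compound and 20 uM heparin and incubated 6 hr at 37 C.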
TR SRC2 fluor cs: alters Texas Red total fluorescence, flagging assay interference; TRb/SRC2 Texas Red total fluorescence interference; Potency, µM (top dose mostly 106 µM), for inactives: at the top dose fluorescence change, negative = quenching; actives 0.29% (n = 280,000); AID 1479; active = well fitted curve in either direction with a large enough effect; inconclusive = small, poorly fitted or top-dose-only effect
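Human TRb ligand-binding domain at 0.6 uM with 20 nM Texas Red SRC2 peptide in Tris buffer containing 1 uM T3 and 5% DMSO, incubated with compound 5 h at ambient temperature. Total fluorescence (555/632 nm) calculated as parallel + 2 × perpendicular.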
L3MBTL1 inh: L3MBTL1 (human) inhibition. Potency, µM (titrated, usually from 57.1 µM), without a hit: at the top dose activity, negative = inhibition, usual class: inhibitors. AID 485360. Q9Y468. AlphaScreen L3MBTL1–H3K9me1 peptide binding. actives 0.66% (n = 230,000); also: nearly all actives have a fitted effect of over 60% in size
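First, the protein-peptide complex forms for 30 min at room temperature (L3MBTL1 50 nM, biotinylated H3K9me1 peptide 75 nM). Next, compounds are pin-transferred and incubated 30 min. Finally, AlphaScreen beads are added and read after 30 min.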
Tau fibril ThT: blocks human tau fibril formation measured by thioflavin T. AID 1460. actives 2.1% (n = 270,000). Potency, µM (highest dose often 57.4 µM), for the others: at the highest dose activity, negative = inhibition, usual class: inhibitors. recombinant tau K18 P301L, heparin-induced fibrillization, ThT fluorescence; also: nearly all actives have a fitted effect of over 55% in size
Target sequence (P10636 561-689 P618L limits assumed): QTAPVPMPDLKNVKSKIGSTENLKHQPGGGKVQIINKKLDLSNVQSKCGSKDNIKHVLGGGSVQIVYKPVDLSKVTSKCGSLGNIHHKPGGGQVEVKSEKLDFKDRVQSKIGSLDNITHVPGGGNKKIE
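Using a mix of unlabeled (15 uM) and Alexa 594-labeled (0.24 uM) tau K18 P301L, heparin-triggered fibrillization over 6 hr at 37 C was scored by ThT fluorescence.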
Tau fibril FP: tau fibrillization inhibition (FP) | P10636 | K18 P301L tau heparin fibrillization, Alexa594 FP, 6 h | Potency, µM (titrated, usually from 57.7 µM), inactives show top-dose activity, negative = inhibition, actives largely listed as inhibitors | actives 0.39% (n = 280,000); also: nearly all actives have a fitted effect of over 55% in size
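Heparin (20 uM) drove fibril formation of recombinant tau K18 P301L, 15 uM unlabeled with 0.24 uM Alexa 594 label, for 6 hr at 37 C in 100 mM sodium acetate pH 7. Fluorescence polarization (555/632 nm) read 1 hr after 30 uM ThT.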
GLA spleen mod: inhibitors or activators of human alpha-galactosidase in spleen homogenate | Potency, µM (titrated, usually from 80 µM), inactives show at the highest dose activity change, negative = inhibition, hits mostly inhibitors | human spleen homogenate, 4MU-alpha-Gal fluorescence, 40 min | AID 2107 | P06280 | actives 0.008% (n = 240,000);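 also: 0% = enzyme with vehicle and -100% = no enzyme basal signal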
Target sequence (P06280 32-429 limits assumed): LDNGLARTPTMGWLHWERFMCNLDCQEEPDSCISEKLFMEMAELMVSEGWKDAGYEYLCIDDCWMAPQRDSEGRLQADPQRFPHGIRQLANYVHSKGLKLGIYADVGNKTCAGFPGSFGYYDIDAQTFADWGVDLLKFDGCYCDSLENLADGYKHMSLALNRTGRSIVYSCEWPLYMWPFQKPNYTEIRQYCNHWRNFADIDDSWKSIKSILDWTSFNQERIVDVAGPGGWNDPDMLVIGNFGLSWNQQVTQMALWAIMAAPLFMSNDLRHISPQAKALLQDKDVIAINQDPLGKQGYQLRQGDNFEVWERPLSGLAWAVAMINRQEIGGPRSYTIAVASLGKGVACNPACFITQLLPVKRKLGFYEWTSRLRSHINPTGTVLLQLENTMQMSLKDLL
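Inhibition or activation of alpha-galactosidase in human spleen homogenate is scored by 4-MU fluorescence after 40 min at 37C, pH 5.0, with 1 mM substrate. AC50s come from concentration-response fitted to the Hill equation.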
ALDH1A1 inh: blocks purified human ALDH1A1 activity; P00352; Purified ALDH1A1, NADH fluorescence, propionaldehyde substrate; Potency, µM (series often up to 75.3 µM), for the others: top-dose activity, negative = inhibition, hits mostly inhibitors; actives 7.3% (n = 220,000); active = well fitted inhibition curve with a large enough effect, not every such curve was filed as active; inconclusive = small, poorly fitted or top-dose-only effect, or another doubt; inactive = no such curve, though single readings can be large or run the other way;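 also: plate controls were no enzyme wells and a reference inhibitor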
Target sequence (P00352 whole entry, looked up): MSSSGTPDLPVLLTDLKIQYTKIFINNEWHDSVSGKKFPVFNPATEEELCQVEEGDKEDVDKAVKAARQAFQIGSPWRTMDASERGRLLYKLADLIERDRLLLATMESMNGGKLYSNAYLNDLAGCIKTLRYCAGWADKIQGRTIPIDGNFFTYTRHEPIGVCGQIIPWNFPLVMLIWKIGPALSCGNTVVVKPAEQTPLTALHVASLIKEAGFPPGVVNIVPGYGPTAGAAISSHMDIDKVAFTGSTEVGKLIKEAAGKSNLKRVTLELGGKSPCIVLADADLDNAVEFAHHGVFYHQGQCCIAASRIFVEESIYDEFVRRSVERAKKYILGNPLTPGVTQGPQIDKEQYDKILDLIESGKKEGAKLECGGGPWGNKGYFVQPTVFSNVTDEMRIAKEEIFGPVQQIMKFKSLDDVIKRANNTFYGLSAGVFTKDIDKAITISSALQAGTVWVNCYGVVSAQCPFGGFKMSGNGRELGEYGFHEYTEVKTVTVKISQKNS
The depositor's hits bear a star; ? = inconclusive; nt = not tested or not shown; [ ] = remark or other dose. Unless noted, calls follow the shape of the dose curve; as a rule, active = well fitted curve in the direction sought with a large enough effect; inconclusive = small, poorly fitted or top-dose-only effect, or another doubt; inactive = no such curve, though single readings can be large; an effect the other way counts as inactive or inconclusive. Unless noted, % is scaled to controls: 0 for no effect and ±100 for the full control effect; potency is read from the fitted curve at half-maximal effect. Rows are unselected (roughly 8.5% active in at least one column).

SMILES	TRb-SRC2 inh	Tau fluor cs	TR SRC2 fluor cs	L3MBTL1 inh	Tau fibril ThT	Tau fibril FP	GLA spleen mod	ALDH1A1 inh
Cc1cc(=O)oc2cc(OCC(=O)OC(C)C(=O)NC3CCCC3)ccc12 (centres undefined)	0.7%	4.4%	1.7%	-22.8%	1.1%	-1.3%	25.5%	?
Cc1ccc(F)cc1NC(=O)Cc1ncc(C(F)(F)F)cc1Cl	-18.0%	-3.1%	-1.7%	-6.6%	0.3%	-1.2%	-19.2%	10.5%
CC(C)(C)OC(=O)NCCCCC1=CC2=CC(=O)C(C)(OC(=O)c3cccs3)C(=O)C2=CO1 (centres undefined)	10.2%	-28.7%	2.0%	nt	?	0.8%	4.7%	7.2%
COC(=O)c1cn(CC(=O)N2CCCCCC2)c2ccccc12	7.1%	2.8%	1.1%	41.8%[activator][11.4 µM]	0.0%	-0.6%	-4.1%	10.2%
CN(c1ccc([N+](=O)[O-])cc1C(=O)Nc1ccccc1)C1CCCCC1	-3.4%	-26.4%	-4.0%	-1.9%	?	-4.3%	4.1%	?
Cc1ccc(-c2cc(-c3ccco3)c3c(N)c(C(=O)NN)oc3n2)cc1	-9.2%	?	-9.8%	17.9%	10µM*	-1.8%	22.1%	nt
CC(C)N1C(=O)CC(Nc2cccc3cccc(N)c23)C1=O (centres undefined)	-3.3%	?	-1.7%	-18.9%	?	-4.0%	-11.4%	?
CC(C)c1ccc(NC(=O)CSc2nc3ccccc3nc2Cc2ccccc2)cc1	-7.6%	-2.2%	-0.9%	nt	7.3%	0.6%	nt	nt
CC1CN(Cc2nc3c(c(=O)n(C)c(=O)n3C)n2CCCO)CC(C)O1 (centres undefined)	-2.7%	12.5%	0.3%	6.0%	3.5%	3.5%	3.5%	7.6%
CCn1cc(C(=O)NCCc2ccc(OC)c(OC)c2)c(=O)c2cc(S(=O)(=O)N3CCCCCC3)ccc21	-2.2%	-11.6%	-1.2%	nt	-12.8%	1.0%	nt	nt
Cc1ccc(-c2nc3ccc([N+](=O)[O-])cc3[nH]2)cc1	-0.3%	?	4.0%	-8.6%	?	2.0%	-4.0%	?
O=C(CC1C(=O)N(c2ccccc2)C(=O)N1Cc1ccc2c(c1)OCO2)Nc1ccccc1 (centres undefined)	-0.4%	-19.1%	0.1%	nt	-3.1%	-4.6%	nt	nt
Cc1nc(Nc2cccc(C(C)O)c2)c2nnn(Cc3ccccc3F)c2n1 (centres undefined)	-6.9%	-13.4%	-0.4%	6.0%	-5.2%	-4.5%	2.5%	4.47µM*
CCOc1ccc2nc(SCC(=O)NC3CCCc4ccccc43)sc2c1 (centres undefined)	-0.6%	-7.9%	-0.8%	-5.9%	-13.9%	-0.9%	1.2%	4.2%
CC1=NCCN1S(=O)(=O)c1ccc(Br)c(C)c1	-5.9%	8.9%	-1.9%	42.7%[activator]	14.3%	-1.7%	-5.8%	?
COc1ccc(N2CCN(C(=O)CCNS(=O)(=O)c3ccc(Br)s3)CC2)cc1	4.7%	-11.7%	-0.2%	-5.6%[11.4 µM]	?	6.9%	-1.7%	?
O=C(CN(CCc1ccccc1)S(=O)(=O)c1ccc(Br)cc1)N/N=C/c1ccc2c(c1)OCO2	-1.2%	-5.4%	1.5%	7.8%	9.0%	-8.3%	-0.2%	2.8%
Cc1cc(N/N=C/c2cccc([N+](=O)[O-])c2)nc(-n2nc(C)cc2C)n1	-5.6%	4.4%	-2.8%	-7.3%	-8.7%	-4.2%	-0.5%	20.2%
CSc1ccc(/C=C/c2cc(=O)c3ccccc3[nH]2)cc1	3.8%	-23.4%	-2.5%	2.5%	?	-11.0%	6.9%	?
CCSc1ncc(Cl)c(C(=O)Nc2sc3c(c2C(=O)NC)CCCC3)n1	-4.6%	-12.8%	-11.1%	nt	-13.1%	1.1%	nt	nt
C(=N\N(c1ccccc1)c1ccccc1)/c1ccc(N2CCOCC2)s1	-0.7%	?	-7.6%	-20.0%	?	8.5%	0.4%	?
COc1ccc(C2CC(c3ccc(C)cc3)Nc3nc(N)nn32)cc1 (centres undefined)	-7.5%	-9.7%	1.0%	-6.2%	-3.4%	?	-10.5%	2.3%
O=C(Nc1cc(S(=O)(=O)N2CCOCC2)ccc1N1CCCC1)c1cc(=O)[nH]c2ccccc12	-2.9%	14.0%	-2.1%	nt	2.2%	8.6%	-4.0%	nt
Cc1ccc(/C=N/NC(=O)CCSc2ccccc2)cc1	5.3%	-25.5%	0.0%	7.1%	-12.7%	-9.8%	-1.9%	-4.9%
COc1cc(/C=N/N=C(\N)c2nonc2N)cc(OC)c1OC	3.3%	-5.3%	-2.0%	nt	-12.2%	4.4%	-3.0%	-1.1%

Copied from the list.
Result of Cc1ccc(F)cc1NC(=O)Cc1ncc(C(F)(F)F)cc1Cl under GLA spleen mod: -19.2%
Result of COC(=O)c1cn(CC(=O)N2CCCCCC2)c2ccccc12 under TR SRC2 fluor cs: 1.1%
Result of CCSc1ncc(Cl)c(C(=O)Nc2sc3c(c2C(=O)NC)CCCC3)n1 under Tau fluor cs: -12.8%
Result of O=C(CC1C(=O)N(c2ccccc2)C(=O)N1Cc1ccc2c(c1)OCO2)Nc1ccccc1 (centres undefined) under TRb-SRC2 inh: -0.4%
Result of C(=N\N(c1ccccc1)c1ccccc1)/c1ccc(N2CCOCC2)s1 under TRb-SRC2 inh: -0.7%
Result of Cc1cc(N/N=C/c2cccc([N+](=O)[O-])c2)nc(-n2nc(C)cc2C)n1 under TRb-SRC2 inh: -5.6%

Continued:
SMILES	TRb-SRC2 inh	Tau fluor cs	TR SRC2 fluor cs	L3MBTL1 inh	Tau fibril ThT	Tau fibril FP	GLA spleen mod	ALDH1A1 inh
CCc1nn2c(=O)cc(COC(=O)c3cccc(NC(=O)c4ccccc4Cl)c3)nc2s1	5.2%	-6.9%	-2.0%	nt	?	1.3%	nt	nt
CC(=O)Nc1cccc(C(=O)N/N=C/c2ccccc2F)c1	6.4%	12.4%	-3.6%	?	13.6%	-3.5%	8.5%	4.4%
Cn1c(-c2ccc(F)cc2)cnc1SCC(=O)NNC(=O)Cc1ccccc1	3.1%	2.9%	-1.5%	-1.7%	-0.1%	-3.0%	2.8%	0.8%
Cc1cc2c(NC(=O)Nc3ccc(C(C)(C)C)cc3)cccc2nn1	-21.6%	15.8µM*[quencher]	5.9%	-19.7%	-14.6%	35.5µM*	-16.5%	nt
CCCCC(CC)C(=O)Nc1ccc(Nc2ccccc2)cc1 (centres undefined)	3.4%[53 µM]	10µM*[quencher]	0.4%[53 µM]	-3.0%	?	0.0%	-4.7%	?
CCCC=O	1.8%	nt	-2.6%	nt	nt	nt	11.8%	3.55µM*
COc1ccc(-c2cc(OC(=O)c3cccc(Cl)c3)c3c(C)oc(C)c3c(=O)c2)cc1OC	-11.7%	-18.9%	4.4%	nt	?	2.0%	nt	nt
O=[N+]([O-])c1ccc2c(c1)C(N1CCOCC1)/C(=C/C1(O)CCCCC1)O2 (centres undefined)	-3.0%	11.9%	-0.4%	35.4%[activator]	10.8%	3.9%	-5.8%	10µM*
COc1ccc(CNC(=O)CSc2nnc3c(Cl)cc(C(F)(F)F)cn23)cc1OC	-0.9%	-22.9%	-19.8%	-7.6%	?	-8.2%	6.3%	-2.8%
CCOc1ccc2nc(NC(NC(C)=O)(C(=O)OC)C(F)(F)F)sc2c1 (centres undefined)	-5.3%	3.3%	-4.0%	2.8%	-11.7%	3.8%	5.6%	12.3%
CS(=O)(=O)c1ccc(Cl)c(NC(=O)CSc2nc3ccccc3c(=O)n2CCCN2CCOCC2)c1	-7.0%	-2.2%	1.3%	-0.8%	0.8%	5.5%	3.3%	-2.8%
COc1ccc(-n2nnnc2-c2nc3ccccc3s2)cc1	1.8%	2.5%	-1.6%	9.0%	?	-6.9%	-0.5%	?
C=CCNC(=O)C(=O)NCCOc1ccccc1Cl	-0.8%	14.3%	-2.0%	9.1%	3.3%	4.6%	3.2%	8.3%
COc1ccc(CCSc2nnc(C3CCCCC3)n2N)cc1	-3.1%	-13.3%	-2.9%	nt	?	-1.2%	-6.1%	-8.4%
C/C(Nc1cccc(F)c1)=C(/C#N)C(N)=O	-10.8%	2.3%	-3.6%	-7.9%	-1.1%	6.5%	-4.0%	4.9%
CCOC(=O)C1(C(F)(F)F)N=C(c2cccnc2)OC(N2CCCCC2)=N1 (centres undefined)	-5.3%	-15.4%	-1.9%	5.0%	-6.3%	3.3%	4.1%	?
CN(C)c1ccc(P(=O)(OC2CCCCC2)C(O)c2ccccn2)cc1 (centres undefined)	2.3%	-8.6%	-2.6%	-1.7%	-12.9%	-8.1%	-9.0%	nt
COc1ccc(-c2nnc(SCC(=O)NC3CCCC3)nc2-c2ccc(OC)c(OC)c2)cc1OC	0.0%	2.4%	2.1%	nt	7.8%	-3.2%	nt	nt
Cc1cccn2c(=O)c(C=O)c(Sc3ncccn3)nc12	3.8%	-8.2%	-2.7%	-0.2%	?	-9.6%	-4.0%	-11.2%
CC1=C(C(=O)N2CCOCC2)C(c2c(C)cc(C)cc2C)NC(=S)N1 (centres undefined)	4.0%	-0.6%	0.2%	6.7%	-3.0%	-9.3%	0.6%	-1.4%
O=[N+]([O-])c1cccc(CSc2nc3ccccc3[nH]2)c1	2.6%	-18.7%	0.4%	-9.0%	-11.6%	-1.8%	3.8%	6.6%
COc1ccccc1NS(=O)(=O)c1cc(NC(=O)c2sc3cc(Cl)ccc3c2Cl)ccc1C	4.3%	-7.7%	0.3%	0.0%	4.5%	?	1.6%	-9.3%
Cc1cccc(N2CCN(C(=O)c3cc4ccccc4oc3=O)CC2)c1C	-3.2%	-13.6%	0.9%	-2.0%	?	5.8%	3.9%	-3.8%
CCOC(=O)Cn1c(=O)oc2cc(S(=O)(=O)N3CCCC(C(=O)OCC)C3)ccc21 (centres undefined)	-9.8%	-10.2%	-2.6%	nt	-8.2%	7.3%	1.5%	-12.3%

Reformatted as labelled records: entries from further up
COc1ccc(CCSc2nnc(C3CCCCC3)n2N)cc1
- TRb-SRC2 inh = -3.1%
- Tau fluor cs = -13.3%
- TR SRC2 fluor cs = -2.9%
- L3MBTL1 inh = nt
- Tau fibril ThT = ?
- Tau fibril FP = -1.2%
- GLA spleen mod = -6.1%
- ALDH1A1 inh = -8.4%
C/C(Nc1cccc(F)c1)=C(/C#N)C(N)=O
- TRb-SRC2 inh = -10.8%
- Tau fluor cs = 2.3%
- TR SRC2 fluor cs = -3.6%
- L3MBTL1 inh = -7.9%
- Tau fibril ThT = -1.1%
- Tau fibril FP = 6.5%
- GLA spleen mod = -4.0%
- ALDH1A1 inh = 4.9%
